NCI-60 one-dose screen, 48 h, at 10 µM unless noted. Numbers give growth in % (100 = growth as untreated, 0 = no growth, -100 = all killed).
SW-620: SW-620 colon cancer; 82,000 tested, 5.2% active; AID 1794795
HCC-2998: HCC-2998 colon cancer; 79,000 tested, 4.7% active
OVCAR-3: OVCAR-3 ovarian cancer; 79,000 tested, 7% active
OVCAR-5: OVCAR-5 ovarian cancer | 82,000 tested, 2.9% active | AID 1794783
KM12: KM12 colon cancer cells; 82,000 tested, 5% active; AID 1794800
PC-3: PC-3 prostate cancer cells. 80,000 tested, 3.9% active
OVCAR-4: OVCAR-4 ovarian cancer cells; 80,000 tested, 3.7% active; AID 1794784
OVCAR-8: OVCAR-8 ovarian cancer. 81,000 tested, 4.4% active
DU-145: DU-145 prostate cancer; 81,000 tested, 4.2% active
* marks the source's active call; other numbers are inactive results; nt = not tested or not shown; & = joins results of further samples. How the source made its calls: active means growth percent below 10; inactive means the rest.

SMILES | SW-620 | HCC-2998 | OVCAR-3 | OVCAR-5 | KM12 | PC-3 | OVCAR-4 | OVCAR-8 | DU-145
CCn1ccc(NS(=O)(=O)c2ccc(N)cc2)nc1=O | 124.5 | 110.8 | 146.4 | 93.2 | 137.1 | 110.1 | 105.4 | 110.4 | 145.5
COC(=O)N/N=C/c1c[n+]([O-])c2ccccc2[n+]1[O-] | 102.8 | 103.6 | 110.7 | 108.1 | 102.6 | 86.0 | 103.0 | 90.8 | 114.2
c1cn2cc(-c3ccc4cn[nH]c4c3)nc(Nc3ccc(N4CCOCC4)cc3)c2n1 | 69.2 | nt | 71.9 | 64.2 | 20.5 | 43.3 | 4.0* | 20.0 | 53.3
COc1ccc2c(c1)c(-c1noc(C(=O)c3cn(C)c4ccc(F)cc34)n1)cn2C | 105.8 | 105.1 | 103.9 | 104.2 | 94.4 | 95.2 | 103.0 | 99.4 | 104.9
O=C(O)CS | 104.0 | 102.2 | 103.1 | 101.3 | 101.6 | 100.8 | 104.4 | 109.2 | 100.0
C/C(=N/O)c1ccc(N2C(=O)CCC2=O)cc1 | 105.9 | 105.3 | nt | 98.5 | 104.5 | 99.4 | 107.1 | 100.7 | 108.3
CC(=O)OCC(=O)[C@@]1(O)CCC2C3CCC4=CC(=O)C=C[C@]4(C)[C@@]3(F)[C@@H](O)C[C@@]21C (stereo not given in full) | nt | nt | nt | nt | nt | 86.9 | nt | nt | nt
CC(Cc1cccc(C(F)(F)F)c1)NCCOC(=O)c1ccccc1 (stereo not given) | 102.8 | 108.6 | 114.9 | nt | 113.8 | 103.4 | 110.5 | 110.1 | 111.7
Cn1cc(-c2nnc(-c3cn(C)c4ncc(Br)cc34)o2)c2cc(Br)ccc21 | 102.1 | 108.2 | 106.8 | 103.7 | 99.0 | 97.7 | 101.4 | 100.7 | 107.9
CC12CCC3C(=CCc4cc(O)ccc43)C1CCC2=O (stereo not given) | 105.8 | 111.2 | 111.3 | 101.8 | 108.0 | 88.9 | 106.6 | 100.5 | 114.9
COC(=O)C(C)(C)C1Oc2ccc(C)cc2C(=O)/C1=C\NS(=O)(=O)c1ccc(OC)cc1 (stereo not given) | 106.7 | 94.4 | 91.8 | 100.8 | 101.1 | 96.4 | 107.6 | 102.8 | 101.0
CCCCN(CCCC)CCCOC(=O)c1ccc(N)cc1 | 74.6 | 87.6 | 101.5 | 97.0 | 103.5 | 97.1 | 84.2 | 73.0 | 88.2
COCC(=O)NC/C=C/c1ccc2ncnc(Nc3ccc(Oc4ccc(C)nc4)c(C)c3)c2c1 | 47.9 | 36.6 | 63.3 | 21.6 | 28.8 | 74.1 | 40.1 | 38.5 | 30.7
O=[N+]([O-])c1cncn1CCN1CCOCC1 | 105.6 | 99.1 | 133.7 | 104.1 | 134.6 | 95.2 | nt | 102.1 | 124.0
CCCOc1ccc(C(=O)OCCN(CC)CC)cc1N | 108.4 | 103.0 | 123.2 | 113.9 | 112.8 | 95.6 | 128.7 | 101.5 | 126.9
COC(=O)c1ccccc1O | 107.2 | 102.9 | nt | 95.5 | 115.9 | nt | nt | 104.6 | 122.3
COc1cc(CCc2cc(NC(=O)c3ccc(N4C[C@@H](C)N[C@@H](C)C4)cc3)n[nH]2)cc(OC)c1 | 28.7 | 56.3 | 78.8 | 29.7 | 3.2* | 47.2 | 49.6 | 58.4 | 37.7
CCCCOc1cc(C(=O)OCCN(CC)CC)ccc1N | 94.1 | 103.6 | 99.9 | 100.8 | 104.5 | 84.1 | 106.1 | 94.9 | 111.3
O=C(/C=C/c1ccc(Cl)nc1)c1ccc(Cl)nc1 | 101.3 | 118.2 | 105.6 | 108.4 | 99.0 | 111.3 | 110.2 | 102.7 | 104.2
CN[C@@H]1[C@H](O)[C@H](NC)[C@H]2O[C@@]3(O)C(=O)C[C@@H](C)O[C@H]3O[C@@H]2[C@H]1O | 99.1 | 93.9 | 114.1 | nt | 100.3 | 90.1 | 116.1 | 103.0 | 107.2
CC(=O)N[C@@H](Cc1ccccc1)C(=O)O | nt | 100.1 | 105.8 | 99.6 | 103.3 | 96.1 | 113.0 | 97.6 | 101.3
O=C(NC1CCN(CCc2c[nH]c3ccccc23)CC1)c1ccccc1 | 106.3 | 110.5 | 109.0 | 110.6 | 110.0 | 90.1 | 107.1 | 102.7 | 106.5
Cc1cc(=O)oc2cc(O)ccc12 | 111.5 | 103.5 | 126.1 | 111.2 | 110.5 | 102.0 | nt | 104.7 | 120.4
COc1ccc(-c2cc(=O)c3c(O)cc(OC)cc3o2)cc1 | 101.6 | 106.4 | 81.8 | 103.4 | 83.8 | 89.4 | 48.8 | 49.4 | 84.6
Cn1cc(-c2nnc(N)nc2-c2c[nH]c3ccc(Br)cc23)c2cc(F)ccc21 | 93.6 | 99.2 | 106.6 | 102.6 | 88.3 | 99.0 | 113.9 | 98.5 | 106.2

Another view of 13 compounds above:
Values in the order: SW-620, HCC-2998, OVCAR-3, OVCAR-5, KM12, PC-3, OVCAR-4, OVCAR-8, DU-145
- COC(=O)N/N=C/c1c[n+]([O-])c2ccccc2[n+]1[O-]
 : 102.8, 103.6, 110.7, 108.1, 102.6, 86.0, 103.0, 90.8, 114.2
- c1cn2cc(-c3ccc4cn[nH]c4c3)nc(Nc3ccc(N4CCOCC4)cc3)c2n1
 : 69.2, nt, 71.9, 64.2, 20.5, 43.3, 4.0*, 20.0, 53.3
- COc1ccc2c(c1)c(-c1noc(C(=O)c3cn(C)c4ccc(F)cc34)n1)cn2C
 : 105.8, 105.1, 103.9, 104.2, 94.4, 95.2, 103.0, 99.4, 104.9
- O=C(O)CS
 : 104.0, 102.2, 103.1, 101.3, 101.6, 100.8, 104.4, 109.2, 100.0
- C/C(=N/O)c1ccc(N2C(=O)CCC2=O)cc1
 : 105.9, 105.3, nt, 98.5, 104.5, 99.4, 107.1, 100.7, 108.3
- CC(=O)OCC(=O)[C@@]1(O)CCC2C3CCC4=CC(=O)C=C[C@]4(C)[C@@]3(F)[C@@H](O)C[C@@]21C (stereo not given in full)
 : nt, nt, nt, nt, nt, 86.9, nt, nt, nt
- CC(Cc1cccc(C(F)(F)F)c1)NCCOC(=O)c1ccccc1 (stereo not given)
 : 102.8, 108.6, 114.9, nt, 113.8, 103.4, 110.5, 110.1, 111.7
- Cn1cc(-c2nnc(-c3cn(C)c4ncc(Br)cc34)o2)c2cc(Br)ccc21
 : 102.1, 108.2, 106.8, 103.7, 99.0, 97.7, 101.4, 100.7, 107.9
- CC12CCC3C(=CCc4cc(O)ccc43)C1CCC2=O (stereo not given)
 : 105.8, 111.2, 111.3, 101.8, 108.0, 88.9, 106.6, 100.5, 114.9
- COC(=O)C(C)(C)C1Oc2ccc(C)cc2C(=O)/C1=C\NS(=O)(=O)c1ccc(OC)cc1 (stereo not given)
 : 106.7, 94.4, 91.8, 100.8, 101.1, 96.4, 107.6, 102.8, 101.0
- CCCCN(CCCC)CCCOC(=O)c1ccc(N)cc1
 : 74.6, 87.6, 101.5, 97.0, 103.5, 97.1, 84.2, 73.0, 88.2
- COCC(=O)NC/C=C/c1ccc2ncnc(Nc3ccc(Oc4ccc(C)nc4)c(C)c3)c2c1
 : 47.9, 36.6, 63.3, 21.6, 28.8, 74.1, 40.1, 38.5, 30.7
- O=[N+]([O-])c1cncn1CCN1CCOCC1
 : 105.6, 99.1, 133.7, 104.1, 134.6, 95.2, nt, 102.1, 124.0

Next part
SMILES | SW-620 | HCC-2998 | OVCAR-3 | OVCAR-5 | KM12 | PC-3 | OVCAR-4 | OVCAR-8 | DU-145
[2H]C1([2H])N(c2ccc(NC(=O)c3cccc(-c4ccc(OC(F)(F)F)cc4)c3C)cn2)C([2H])([2H])[C@]([2H])(C)O[C@]1([2H])C | 93.0 | 86.6 | 95.3 | 94.8 | 87.8 | 77.9 | 66.5 | 90.8 | 91.1
CC[C@@H]1OC(=O)C[C@@H](O)[C@H](C)[C@@H](O[C@@H]2O[C@H](C)[C@@H](O)[C@H](N(C)C)[C@H]2O)[C@@H](CCN2C[C@H](C)C[C@H](C)C2)C[C@@H](C)C(=O)/C=C/C(C)=C\[C@@H]1CO[C@@H]1O[C@H](C)[C@@H](O)[C@@H](OC)[C@H]1OC | 107.8 | 109.5 | 107.3 | 103.4 | 107.6 | 95.1 | 103.6 | 99.5 | 115.6
Cn1cc(-c2nnc(N)nc2-c2c[nH]c3ccccc23)c2ccccc21 | 93.1 | 98.2 | 97.3 | 100.5 | 87.9 | 86.1 | 102.8 | 98.9 | 100.6
O=C(O)c1cc(=O)c2ccccc2o1 | 100.8 | 106.1 | 113.5 | nt | 103.3 | 108.6 | 113.4 | 95.3 | 114.7
CCCCC(=O)O[C@]1(C(=O)CO)[C@@H](C)CC2C3CCC4=CC(=O)C=C[C@]4(C)[C@@]3(F)C(O)C[C@@]21C (stereo not given in full) | 108.4 | 98.2 | 106.4 | 100.7 | 101.9 | 88.0 | 110.4 | 88.7 | 103.7
Cn1cnc(-c2cc3nccc(Oc4ccc(NC(=S)NC(=O)Cc5ccccc5)cc4F)c3s2)c1 | 76.7 | 104.4 | 80.5 | 111.0 | 21.8 | 81.3 | 86.7 | 75.9 | 103.8
N=c1nc(N2CCCCC2)cc(N)n1O | 109.0 | 105.4 | 112.4 | 102.7 | 107.2 | 102.7 | 92.5 | 103.1 | 114.3
O=C(c1ccc2nc(NS(=O)(=O)c3ccc4ccccc4c3)sc2c1)N1CCN(c2ccccc2)CC1 | 89.9 | 101.1 | 93.4 | 83.3 | 95.3 | 97.9 | 100.9 | 107.4 | 104.7
Cc1cc(Nc2cc(N3CCN(C)CC3)nc(/C=C/c3ccccc3)n2)n[nH]1 | 0.3* | -61.5* | 43.8 | 13.2 | -16.9* | 16.5 | 41.0 | 36.1 | 26.9
O=C(c1cccs1)C1C(c2ccc(Cl)cc2Cl)CC(O)(c2cccs2)C(C(=O)c2cccs2)C1c1ccc(Cl)cc1Cl (stereo not given) | 87.3 | 97.7 | 88.5 | 93.1 | 95.3 | 68.6 | 69.1 | 88.8 | 96.0
O=C(Nc1ccc(Oc2ccc(Br)cc2)cc1)c1ccc2nc(NS(=O)(=O)c3ccc4ccccc4c3)sc2c1 | 102.8 | 104.8 | 91.4 | 109.4 | 87.6 | 84.3 | 88.4 | 97.8 | 98.2
COC(=O)C(C)(C)C1Oc2ccc(Br)cc2C(=O)/C1=C\NS(=O)(=O)c1ccc(C)cc1 (stereo not given) | 105.3 | 97.6 | 97.3 | 97.6 | 101.0 | 100.8 | 110.3 | 107.4 | 105.9
CN1C(=O)NC(Cc2c[nH]c3c(Cl)cccc23)C1=O (stereo not given) | 111.6 | 97.5 | 90.8 | 102.2 | 96.6 | 82.9 | 100.6 | 111.5 | 122.7
CC(C)NNC(=O)c1ccncc1 | 97.2&97.0 | 104.5&95.1 | 107.6&100.7 | 98.6 | 99.7&109.5 | 102.9&105.5 | 123.8&109.5 | 107.5&119.8 | 111.4&106.5
COc1ccc(-c2cc(C(F)F)nn2-c2ccc(S(N)(=O)=O)cc2)cc1F | 100.0 | 96.2 | 96.5 | 97.0 | 95.2 | 90.0 | 96.4 | 100.2 | 99.9
[2H]C1([2H])NC([2H])([2H])C([2H])([2H])N(c2ccc(Nc3ncc4cc(C(=O)N(C)C)n(C5CCCC5)c4n3)nc2)C1([2H])[2H] | 42.2 | 89.9 | 107.4 | 39.8 | 54.5 | 62.3 | 92.7 | 85.2 | 99.7
CC(=O)Oc1ccc2c(C)cc(=O)oc2c1 | 107.9 | 102.3 | 104.5 | 100.0 | 102.2 | 98.3 | 98.6 | 100.0 | 103.5
CN(C)c1ccc(C2=NN(c3ccc(S(=O)(=O)NC(=O)NCc4ccccc4)cc3)C(c3ccccc3)C2)cc1 (stereo not given) | 100.4 | 110.5 | 102.4 | 117.0 | 99.4 | 85.0 | 70.9 | 92.6 | 111.9
Cc1ncc(-c2ccnc(Nc3ccc(S(C)(=O)=O)cc3)n2)n1C(C)C | 0.4* | -15.6* | 8.4* | -0.1* | -68.7* | -11.1* | 3.3* | 6.2* | 4.6*

Looked up one by one from above (two):
SMILES | SW-620 | HCC-2998 | OVCAR-3 | OVCAR-5 | KM12 | PC-3 | OVCAR-4 | OVCAR-8 | DU-145
COc1ccc(-c2cc(C(F)F)nn2-c2ccc(S(N)(=O)=O)cc2)cc1F | 100.0 | 96.2 | 96.5 | 97.0 | 95.2 | 90.0 | 96.4 | 100.2 | 99.9
[2H]C1([2H])NC([2H])([2H])C([2H])([2H])N(c2ccc(Nc3ncc4cc(C(=O)N(C)C)n(C5CCCC5)c4n3)nc2)C1([2H])[2H] | 42.2 | 89.9 | 107.4 | 39.8 | 54.5 | 62.3 | 92.7 | 85.2 | 99.7

This is a subset; count on the stated rates, not on these rows.
